G9a inh: G9a (human) methyltransferase inhibition; Q96KQ7; G9a H3K9 monomethylation, AlphaScreen, 2 h; Potency, µM (series often up to 102 µM), without a hit: at the highest dose activity, negative = inhibition, hits mostly inhibitors; actives 8.8% (n = 350,000); AID 504332; note: % is set by controls: 0 for no effect and ±100 for the full control effect; nearly all actives have a fitted effect of over 75% in size
Target sequence (Q96KQ7 913-1193 limits assumed): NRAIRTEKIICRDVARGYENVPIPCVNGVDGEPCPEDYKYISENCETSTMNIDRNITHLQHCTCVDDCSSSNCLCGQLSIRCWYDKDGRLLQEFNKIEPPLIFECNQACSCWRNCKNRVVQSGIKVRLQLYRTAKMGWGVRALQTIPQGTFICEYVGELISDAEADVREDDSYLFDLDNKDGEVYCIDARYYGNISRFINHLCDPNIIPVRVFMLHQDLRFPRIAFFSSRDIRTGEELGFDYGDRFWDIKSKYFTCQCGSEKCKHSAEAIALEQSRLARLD
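Enzyme 20 nM + cpd, 15 min RT; add b-H3K9 pep 500 nM / SAM 20 uM; 2 h RT; anti-H3K9me1 Ab 0.5 ug/mL + SA donor / anti-rabbit acceptor beads 20 ug/mL each, 10 min; AlphaScreen read.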
BLM inh: inhibitors of human Bloom syndrome helicase BLM | Potency, µM (titrated, usually from 56.1 µM), inactives show top-dose activity change, negative = inhibition, most hits filed as inhibitors | recombinant BLM DNA unwinding, fluorescence dequenching | P54132 | actives 0.2% (n = 350,000);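 note: plate controls were vehicle for no effect and no enzyme for full effect; nearly all actives have a fitted effect of over 35% in size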
POLI inh: DNA polymerase iota (human) inhibition; Pol iota fluorescent replication assay, 10 min; Potency, µM (doses to about 115 µM), for inactives: at the highest dose activity, negative = inhibition, actives largely listed as inhibitors; Q9UNA4; actives 1% (n = 390,000)
Target sequence (Q9UNA4 whole entry, looked up): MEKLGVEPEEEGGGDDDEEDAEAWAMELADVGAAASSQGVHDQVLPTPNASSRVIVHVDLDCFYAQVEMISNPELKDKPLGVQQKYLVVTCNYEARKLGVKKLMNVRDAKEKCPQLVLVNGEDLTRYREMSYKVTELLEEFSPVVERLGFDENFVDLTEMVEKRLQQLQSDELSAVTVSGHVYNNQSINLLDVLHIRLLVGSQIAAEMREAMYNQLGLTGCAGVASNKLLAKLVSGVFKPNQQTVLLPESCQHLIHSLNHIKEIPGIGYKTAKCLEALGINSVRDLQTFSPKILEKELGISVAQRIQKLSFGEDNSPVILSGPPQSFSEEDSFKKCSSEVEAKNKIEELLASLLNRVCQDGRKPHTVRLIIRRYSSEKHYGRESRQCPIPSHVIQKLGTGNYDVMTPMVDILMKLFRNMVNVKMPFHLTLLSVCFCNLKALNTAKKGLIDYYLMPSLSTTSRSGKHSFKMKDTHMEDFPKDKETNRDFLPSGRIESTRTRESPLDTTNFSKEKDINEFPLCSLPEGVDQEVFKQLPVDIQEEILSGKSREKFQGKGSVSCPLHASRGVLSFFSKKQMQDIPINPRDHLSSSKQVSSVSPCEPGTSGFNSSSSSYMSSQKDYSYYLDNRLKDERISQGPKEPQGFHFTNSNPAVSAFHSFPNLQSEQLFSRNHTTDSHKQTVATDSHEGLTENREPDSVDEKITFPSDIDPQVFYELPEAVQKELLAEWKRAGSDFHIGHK
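Pol iota at 10 nM preincubated 15 min with compounds at room temperature; reaction started with fluorescent substrate, 50 nM final. Fluorescence read kinetically at 0 and 10 min; buffer-only wells as negative control.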
APE1 inh: inhibitors of human APE1 endonuclease; P27695; recombinant APE1, TAMRA/BHQ-2 abasic DNA cleavage fluorescence; Potency, µM (highest dose often 65.8 µM), for the others: at the top dose activity change, negative = inhibition, most hits filed as inhibitors; actives 0.35% (n = 350,000); AID 2517;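 note: plate controls were vehicle for no effect and reference inhibitor for full effect; nearly all actives have a fitted effect of over 55% in size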
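Kinetic fluorescence read (525 ex/598 em nm, three reads 60 s apart) of AP-site incision; signal = third minus first read. Enzyme 0.75 nM, dual-labelled THF duplex 50 nM, compound preincubation 15 min RT.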
BAZ2B block: blocks human BAZ2B; Q9UIF8; AlphaScreen BAZ2B-H3K14Ac peptide displacement; Potency, µM (series often up to 114 µM), for the others: at the highest dose activity change, negative = inhibition, usual class: inhibitors; actives 4.4% (n = 360,000); AID 504333; note: % is set by controls: 0 for no effect and ±100 for the full control effect; nearly all actives have a fitted effect of over 60% in size
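Inhibition is scored as reduced AlphaScreen emission. The BAZ2B/b-H3(5-23)K14Ac complex (50 nM each) in PBS pH 7.4, 0.01% Tween-20 meets compound (up to 110 uM) for 30 min at RT before bead addition.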
Pol kappa inh: blocks human DNA polymerase kappa activity. purified Pol kappa, fluorescent DNA synthesis assay, 10 min. Q9UBT6. Potency, µM (titrated, usually from 107 µM), without a hit: top-dose activity, negative = inhibition, usual class: inhibitors. actives 0.53% (n = 400,000); note: % is set by controls: 0 for no effect and ±100 for the full control effect
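First, compounds were pin-transferred onto 10 nM Pol kappa. After 15 min at room temperature, substrate was added to 50 nM final. Fluorescence was then measured kinetically at 0 and 10 min.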
POLH inh: blocks human DNA polymerase eta activity | Q9Y253 | AID 588591 | Potency, µM (highest dose often 114 µM), for the others: at the highest dose activity change, negative = inhibition, hits mostly inhibitors | actives 1.2% (n = 390,000) | recombinant Pol eta, fluorescent DNA replication assay; note: % is set by controls: 0 for no effect and ±100 for the full control effect
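Pol eta (10 nM) was preincubated with compounds for 15 min at room temperature, after which fluorescent replication substrate (50 nM final) was added to start the reaction. Fluorescence was read kinetically at 0 and 10 min.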
Anesthetic bind: candidate novel general anesthetic via apoferritin binding. Potency, µM (highest dose often 77.5 µM), for the others: at the top dose activity change, negative = displacement, most hits filed as inhibitors. actives 0.074% (n = 350,000). P02791. AID 485281. apoferritin/1-aminoanthracene competitive binding, fluorescence; note: % is set by controls: 0 for no effect and ±100 for the full control effect; nearly all actives have a fitted effect of over 20% in size
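Horse-spleen apoferritin (10 uM) in 50% saturated 1-aminoanthracene in PBS was incubated 10 min at room temperature with compound. Fluorescence (ex 380, em 535 nm) was normalized to free and bound 1-AMA, with concentration-response fitted by a four-parameter Hill equation.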
Pol beta inh: inhibitors of human DNA polymerase beta; Pol beta primer extension/strand displacement, fluorescence kinetic; P06746; actives 1.3% (n = 340,000); AID 485314; Potency, µM (highest dose often 114 µM), for the others: at the highest dose activity change, negative = inhibition, most hits filed as inhibitors; note: % is set by controls: 0 for no effect and ±100 for the full control effect
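Pol beta (10 nM) and compounds were preincubated 15 min at room temperature, then 50 nM substrate (final) started primer extension/strand displacement. Reads were taken at 0 and 10 min; concentration-response data were fitted to a four-parameter Hill equation.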
Numbers without * were called inactive; ? = inconclusive; . = no result given; & = joins results of further samples; [ ] = remark or other dose. Calls come from the whole dose curve; as a rule, active = well fitted curve in the direction sought with a large enough effect; inconclusive = small, poorly fitted or top-dose-only effect, or another doubt; inactive = no such curve, though single readings can be large; an effect the other way counts as inactive or inconclusive. Potency is the fitted concentration of half-maximal effect.

SMILES	G9a inh	BLM inh	POLI inh	APE1 inh	BAZ2B block	Pol kappa inh	POLH inh	Anesthetic bind	Pol beta inh
CCOc1ccc(CCNC(=O)CCC(=O)c2cccs2)cc1OCC	.	.	33.6%[activator]	13.8%	.	8.7%	-12.5%	.	.
COc1ccc(NS(=O)(=O)c2cc(NC(=O)c3ccc(=O)[nH]c3)ccc2C)cc1	-8.3%[12.7 µM]	.	-7.8%	10.8%	8.9%	-9.6%	-2.3%	.	.
CC(C)Cc1nc(N2CCN(C(=O)Cc3ccccc3)CC2)c(C#N)c2c1COC(C)(C)C2	?	0.3%	.	-1.0%	7.0%	.	.	-7.3%	8.5%
CCOC(=O)C1(Cc2cccc(OC)c2)CCN(Cc2cccn2-c2ccccn2)CC1	-45.3%	4.4%	50.6%[activator]	-0.2%	-10.9%	4.9%	-9.3%	-16.8%	12.0%
Cc1cnc(NC(=O)c2ccc(Cl)nc2)s1	26.6%	-3.8%	3.2%	-11.6%	-10.0%	-12.0%	2.2%	-4.7%	?
Cc1nnc(NC(=O)C2c3ccccc3Oc3ccccc32)s1	11.2µM*	6.6%	6.8%	20.0%	0.9%	-9.9%	2.3%	6.4%	2.9%
COCC(=O)N1CCC(Oc2ccc(C(=O)N(C)C(C)c3ccon3)cc2)CC1 (stereo unspecified)	.	-8.5%	5.4%	-5.3%	3.8%	-19.9%	-6.4%	-4.9%	52.7%
CC(C)c1cnc2c(c1SCC(=O)Nc1ccc(C(N)=O)cc1)c(=O)n(C)c(=O)n2C	4.8%[59 µM]	-2.8%	0.0%	.	14.2%	-11.6%[60.1 µM]	0.4%	-4.5%	-1.9%
COc1ccc(N2C(=O)c3ccccc3C2O)cc1 (stereo unspecified)	0.8%[0.501 µM]	-6.2%	-9.3%	16.3%	4.9%	-7.2%	-13.2%	-6.2%	16.1%
CCC1=NN(C(=O)Cc2ccc(OC)c(OC)c2)C(O)(C(F)(F)F)C1 (stereo unspecified)	-5.4%[59 µM]	-1.3%	7.2%	-4.6%	0.6%	-1.3%	-14.9%	-8.0%	6.6%
Cc1cc2c(SCC(=O)N3CCN(c4ccccc4)CC3)ncnc2s1	-20.3%	.	-6.9%	20.7%	2.8%	-16.8%	-8.1%	.	.
CN(C)S(=O)(=O)c1cccc(NC(=S)NC2CCCCC2)c1	?	-4.7%	29.6%	-1.9%	-19.1%	-4.0%	-23.7%	-19.5%	31.6%[activator]
Cc1c(C(=O)N(C)c2cccc(C(F)(F)F)c2)sc2nc3n(c(=O)c12)CCCCC3	14.1µM*	-1.8%	?	.	31.6µM*	-5.4%	-20.4%	.	-6.1%
CCC(N)(C(=O)O)c1ccc(C(=O)O)cc1 (stereo unspecified)	20.6%[59 µM]	.	.	?	.	1.3%[19.4 µM]	.	-14.1%	.
CC1(C(=O)O)CCC(C(=O)NNC(=O)c2ccccc2O)C1(C)C (stereo unspecified)	47.5%	0.6%	-4.8%	7.5%	-2.7%	-6.7%	-14.6%	0.8%	-15.3%
CC(=O)Nc1cccc(NC(=O)CSc2nnnn2C)c1	-4.9%[12.7 µM]	-1.5%	.	-0.8%	-0.7%	.	.	5.1%	-1.5%
Cc1nnc(SCC(=O)NC2CCCCC2)n(N)c1=O	27.6%[59 µM]	-8.7%	7.4%	1.0%	-1.8%	1.8%	-3.9%	-15.3%	1.3%
Cc1ccc2cn[nH]c2c1NC(N)=S	?	-1.1%	62.1%[activator]	-1.5%	-12.4%	-4.1%	-11.6%	0.3%	1.1%
O=C(COC(=O)c1ccc(Cl)nc1)NC(=O)c1ccccc1	.	2.4%	-1.2%	-11.0%	-10.3%	-14.8%	?	-3.9%	16.5%
COc1cccc2[nH]c3c(N4CCCCC4)ncnc3c12	?	-10.7%	13.4%	1.1%	.	-5.2%	-11.2%	-1.7%	?

3 neighbouring records out of the list so far, for reference:
SMILES	G9a inh	BLM inh	POLI inh	APE1 inh	BAZ2B block	Pol kappa inh	POLH inh	Anesthetic bind	Pol beta inh
Cc1ccc2cn[nH]c2c1NC(N)=S	?	-1.1%	62.1%[activator]	-1.5%	-12.4%	-4.1%	-11.6%	0.3%	1.1%
O=C(COC(=O)c1ccc(Cl)nc1)NC(=O)c1ccccc1	.	2.4%	-1.2%	-11.0%	-10.3%	-14.8%	?	-3.9%	16.5%
COc1cccc2[nH]c3c(N4CCCCC4)ncnc3c12	?	-10.7%	13.4%	1.1%	.	-5.2%	-11.2%	-1.7%	?

(further entries)
SMILES	G9a inh	BLM inh	POLI inh	APE1 inh	BAZ2B block	Pol kappa inh	POLH inh	Anesthetic bind	Pol beta inh
CN1CCN(c2ccc(NS(=O)(=O)c3ccc(Cl)cc3)cn2)CC1	?	-5.7%	5.3%	1.1%	-22.0%	-5.2%	-15.3%	-3.3%	3.7%
Cc1csc(SCC(=O)Nc2nc(-c3ccccc3)cs2)n1	-32.1%	-7.6%	-3.4%	-11.1%	10.1%	-20.0%	-7.0%	-12.9%	-20.5%
O=C(Cn1ccc2ccccc2c1=O)NCCC(=O)Nc1ccc2c(c1)OCCO2	-7.8%[2.33 µM]	1.0%	52.4%[activator]	-1.8%	1.4%	0.0%	-1.5%	-14.0%	27.0%
Cc1ccc(S(=O)(=O)Nc2ccc(-c3nnc(SCC#N)n3C)cc2)cc1	7.0%[59 µM]	-3.7%	-7.1%	-0.3%	-2.5%	-2.5%	-13.9%	-13.7%	0.6%
COc1ccc2nc(NC(=O)CCc3nc(-c4ccccc4F)no3)sc2c1	1.0%	-6.9%	-21.5%	-1.3%	7.5%	-18.5%	?	-7.6%	3.8%
COc1ccc2cc(C(=O)Nc3c(C)n(C)n(-c4ccccc4)c3=O)sc(=O)c2c1OC	-4.3%	0.5%	-10.6%	-8.5%	3.7%	-6.5%	0.0%	-13.4%	-10.2%
CCCCOc1ccc(C(=O)N/N=C/c2cn[nH]c2-c2ccc(OC)c(OC)c2)cc1	-4.7%	-11.9%	130.3%[activator]	?	-30.9%	-9.0%	-21.4%	?	-11.6%
COc1cc(NC(=O)CSc2ncccc2C(=O)OC(C)C)cc(OC)c1	7.1%[59 µM]	-2.1%&-2.3%	15.3%&7.9%	-0.4%	0.6%&12.5%	1.5%[60.1 µM]	-23.5%&-1.5%	-4.8%&-20.0%	?
O=C(Nc1ccc(C(F)(F)F)cn1)Nc1cccs1	-1.4%	-0.3%	-12.1%[58.9 µM]	?	-3.2%	-7.5%	-11.9%	0.1%	1.4%
CCN(CC)C(=O)CSc1nc(-c2ccc(C)cc2)nc2c1COC(C)(C)C2	-18.0%	-1.1%	-1.9%	2.9%	-2.8%	0.5%	-12.5%	-23.9%	2.6%
COc1ccc(N(CC(=O)NCc2cccnc2)S(=O)(=O)c2ccc(C)c([N+](=O)[O-])c2)cc1	.	-3.5%	53.3%[activator]	1.2%	-9.3%	-9.0%	-11.0%	-15.8%	-4.4%
Cc1cnc(C(=O)OCC(=O)c2ccccc2)cn1	?	.	4.4%	1.2%	-38.0%	9.4%	12.3%	.	.
CCN(CC(=O)Nc1c(F)cccc1F)C(=O)/C=C/c1ccc2c(c1)OCO2	2.9%[0.501 µM]	.	-21.7%	2.9%	11.2%	-3.6%	-7.9%	.	.
CN1CCN(c2nc3c(c(=O)[nH]c(=O)n3C)n2Cc2ccc(Cl)cc2)CC1	-45.1%	-2.5%	-12.2%	3.4%	-18.9%	-6.4%	-0.8%	7.2%	?
Cc1ccc(S(=O)(=O)/N=C(\CCl)N2CCOCC2)cc1	-19.7%	-3.8%	?	25.4%	9.5%	-9.0%	?	-4.0%	50.0%
O=C(N/N=C/c1ccc2c(c1)OCO2)c1ccc(NS(=O)(=O)c2cccs2)cc1	-3.3%	-1.4%	125.6%[activator]	13.0%	-15.5%	-19.1%	-11.4%	-15.0%	-1.9%
COCCn1c(=O)c(-c2ccc(F)c(F)c2)nc2cncnc21	-2.3%[12.7 µM]	2.0%	.	2.8%	.	2.3%[60.1 µM]	.	.	.
CSc1nnc(CSCc2ccc(Cl)cc2Cl)n1-c1ccccc1	0.9%	-3.7%	16.1%	5.1%	-0.8%	-16.0%	-21.2%	-0.4%	1.1%
CCOC(=O)c1cc(C(C)C)sc1NC(=O)COC(=O)c1nccnc1N	-18.5%[0.501 µM]	.	22.8%	19.9%	-5.5%	-2.2%	-18.0%	.	.
CN(C)c1ccc(/C=C(/C(=O)c2ccc(Cl)cc2Cl)n2cncn2)cc1	-8.5%[59 µM]	-2.4%	?	1.7%	50.1µM*	-6.1%	-17.6%	-7.6%	9.5%
COC(=O)/C(=C\c1c(OC)cc(OC)cc1OC)C(=O)c1ccc2c(c1)OCO2	.	-0.2%	0.3%&12.3%	-1.4%	.	-12.1%&8.8%	-9.2%	-20.0%	.
COc1ccc(N(C(=O)CNC(=O)c2ccco2)C(C(=O)NCC2CCCO2)c2ccccc2)c(OC)c1 (stereo unspecified)	16.2%	-2.3%	-21.8%	16.8%	3.2%	-3.0%	-5.7%	-8.9%	2.3%
CC(=O)c1cccc(NS(=O)(=O)c2ccc3c(c2)oc(=O)n3C)c1	-39.2%[59 µM]	1.9%	-2.9%	0.8%	8.3%	7.0%	-7.3%	3.7%	-1.7%
CCCCCCN[C@H]1CCC2C3CC=C4C[C@@H](O)CC[C@]4(C)C3CC[C@@]21C (stereo partly specified)	.	.	8.3%	-5.1%	.	-1.8%	-12.5%	.	.
Cc1ccc(S(=O)(=O)c2cc3c(=O)n4ccccc4nc3n(Cc3ccco3)c2=N)cc1C	?	?	?	-0.9%	-46.4%	-4.5%	-25.2%	112.8%[activator]	8.91µM*
COc1ccc2[nH]cc(CCNC(=O)CCC3CCCCC3)c2c1	-19.3%	-4.1%	-5.0%	-5.0%	?	-15.4%	-14.2%	?	2.2%
CNC(=O)C(=O)Nc1cc2c3c(c1)C(C)C(=O)N3CCC2 (stereo unspecified)	1.41µM*	1.0%	-6.3%	7.5%	-22.5%	-15.9%	-1.3%	-4.7%	-0.7%
CCCCNS(=O)(=O)c1ccc2nc(SCC(=O)Nc3cccc(F)c3)[nH]c2c1	5.9%[59 µM]	-7.0%	11.2%	-2.3%	1.4%	-21.4%	?	-5.7%	24.7%

These rows are one share of the data, so the mix of outcomes need not match the whole.
